# Source: PubChem BioAssay (Broad Institute)
# NSD2 block: inhibitors of human NSD2, primary screen, biochemical, plate reader, single point | NSD2-SET H3K36me1 DELFIA fluorescence | inhibition, % at 12.5 µM | actives 0.07% (n = 44,000) | AID 624260, 2012; in the data active = inhibition above about 54%, passing the limit was not always enough;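 note: inhibitors reduce the monomethyl H3K36 fluorescence signal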
# Target sequence (O96028 whole entry, looked up): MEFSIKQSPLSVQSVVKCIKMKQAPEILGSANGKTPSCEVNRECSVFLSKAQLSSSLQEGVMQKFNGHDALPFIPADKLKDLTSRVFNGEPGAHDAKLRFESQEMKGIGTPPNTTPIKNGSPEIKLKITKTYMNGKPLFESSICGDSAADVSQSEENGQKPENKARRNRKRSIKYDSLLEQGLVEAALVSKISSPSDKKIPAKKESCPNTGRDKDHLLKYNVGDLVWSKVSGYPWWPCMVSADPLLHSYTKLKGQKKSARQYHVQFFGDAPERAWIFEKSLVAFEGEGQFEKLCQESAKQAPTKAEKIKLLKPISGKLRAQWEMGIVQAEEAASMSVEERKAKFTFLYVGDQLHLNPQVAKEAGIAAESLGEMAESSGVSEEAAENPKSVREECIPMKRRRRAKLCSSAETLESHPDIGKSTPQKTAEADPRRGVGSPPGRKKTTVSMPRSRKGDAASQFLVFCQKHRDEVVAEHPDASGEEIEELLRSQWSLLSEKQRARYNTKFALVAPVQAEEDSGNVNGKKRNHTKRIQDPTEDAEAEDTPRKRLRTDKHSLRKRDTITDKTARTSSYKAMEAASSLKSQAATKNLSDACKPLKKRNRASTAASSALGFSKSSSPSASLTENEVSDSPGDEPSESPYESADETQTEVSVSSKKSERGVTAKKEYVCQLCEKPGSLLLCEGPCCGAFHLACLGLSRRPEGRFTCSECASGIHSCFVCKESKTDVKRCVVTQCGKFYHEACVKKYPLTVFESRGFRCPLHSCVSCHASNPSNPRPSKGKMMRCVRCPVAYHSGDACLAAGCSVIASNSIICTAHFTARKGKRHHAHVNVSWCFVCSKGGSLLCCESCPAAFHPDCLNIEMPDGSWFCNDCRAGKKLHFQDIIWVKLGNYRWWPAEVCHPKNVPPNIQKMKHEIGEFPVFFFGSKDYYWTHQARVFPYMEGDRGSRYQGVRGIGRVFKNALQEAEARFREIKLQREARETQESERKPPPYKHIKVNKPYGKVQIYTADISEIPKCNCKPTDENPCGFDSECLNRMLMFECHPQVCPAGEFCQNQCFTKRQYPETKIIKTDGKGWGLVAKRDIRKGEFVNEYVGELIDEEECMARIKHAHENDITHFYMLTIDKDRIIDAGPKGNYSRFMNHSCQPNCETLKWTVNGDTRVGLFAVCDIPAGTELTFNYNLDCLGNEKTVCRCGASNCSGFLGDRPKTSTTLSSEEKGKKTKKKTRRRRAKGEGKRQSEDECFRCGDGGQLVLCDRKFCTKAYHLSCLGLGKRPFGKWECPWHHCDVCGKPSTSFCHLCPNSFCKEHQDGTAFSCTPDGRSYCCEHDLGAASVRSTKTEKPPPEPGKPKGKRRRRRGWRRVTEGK
# The depositor's hits bear a star; & = joins results of further samples.
canonical_smiles,NSD2 block
C[C@@H]1CN([C@@H](C)CO)S(=O)(=O)c2ccc(-c3cncnc3)cc2O[C@H]1CN(C)C(=O)Cc1ccncc1,-10.8
COc1ccc(S(=O)(=O)Nc2cccc3c2O[C@@H](CN(C)CC2CC2)[C@@H](C)CN([C@@H](C)CO)C3=O)cc1,-0.7
C[C@@H]1CN([C@H](C)CO)C(=O)c2cc(NC(=O)CCC(F)(F)F)ccc2O[C@H]1CN(C)Cc1ccncc1,4.6
Cc1noc(C)c1S(=O)(=O)Nc1ccc2c(c1)C(=O)N([C@@H](C)CO)C[C@H](C)[C@@H](CN(C)Cc1ccncc1)O2,4.9
C[C@H](CO)N1C[C@H](C)[C@H](CN(C)C)Oc2cc(C#CCN(C)C)ccc2S1(=O)=O,-8.0
C[C@H](CO)N1C[C@H](C)[C@@H](CN(C)Cc2ccc(C(=O)Nc3ccccc3N)cc2)Oc2c(NC(=O)C3CC3)cccc2C1=O,4.0
C[C@H]1CN([C@@H](C)CO)C(=O)Cc2cc(NS(C)(=O)=O)ccc2O[C@H]1CN(C)Cc1ccc(Cl)c(Cl)c1,4.6
O=C(C[C@@H]1C=C[C@@H](NC(=O)Nc2cccc(F)c2)[C@@H](CO)O1)NCC1CCCCC1,3.8
C[C@H]1CN([C@@H](C)CO)C(=O)c2cc(C#Cc3ccc(F)cc3)cnc2O[C@@H]1CN(C)C,14.5
CC(C)NC(=O)N(C)C[C@H]1Oc2cc(C3=CCCCC3)ccc2S(=O)(=O)N([C@@H](C)CO)C[C@H]1C,-2.1
CO[C@H]1O[C@H](CO)[C@@H](OC(=O)Nc2ccc3c(c2)OCO3)[C@H](OC(=O)Nc2ccc3c(c2)OCO3)[C@@H]1OC(=O)Nc1ccc2c(c1)OCO2,-4.7
C[C@H]1CCCCO[C@H](CN(C)C(=O)Nc2ccc(C(F)(F)F)cc2)[C@@H](C)CN([C@@H](C)CO)C(=O)c2cc(NC(=O)Nc3ccc(F)cc3)ccc2O1,-5.0
C[C@@H]1CCCCO[C@H](CN(C)S(=O)(=O)c2cccs2)[C@@H](C)CN([C@@H](C)CO)C(=O)c2cc(NC(=O)Nc3cccc4ccccc34)ccc2O1,-9.2
C[C@H]1CN([C@@H](C)CO)C(=O)Cc2cc(NC(=O)Cc3ccccc3)ccc2O[C@H]1CN(C)Cc1ccc(C(=O)O)cc1,2.7
O=S(=O)(N[C@@H]1CCCN(Cc2cccc(OCCO)c2)C1)c1ccc2ccccc2c1,-1.1

# (more compounds)
canonical_smiles,NSD2 block
COCC(=O)N(C)C[C@H]1Oc2ncc(-c3ccccc3F)cc2C(=O)N([C@H](C)CO)C[C@H]1C,-0.5
CC(C)NC(=O)N(C)C[C@@H]1Oc2ccc(NC(=O)c3ccncc3)cc2CC(=O)N([C@H](C)CO)C[C@H]1C,2.2
C[C@@H]1CN([C@@H](C)CO)S(=O)(=O)c2ccc(C3=CCCC3)cc2O[C@H]1CN(C)C(=O)c1ccncc1,-0.5
C[C@H]1CN([C@@H](C)CO)C(=O)Cc2cc(NS(=O)(=O)c3cccs3)ccc2O[C@H]1CN(C)Cc1ccc(Oc2ccccc2)cc1,-8.2
CCC(=O)N(C)C[C@H]1Oc2ncc(-c3ccc(C)cc3)cc2C(=O)N([C@@H](C)CO)C[C@@H]1C,-4.3
COc1ccc(S(=O)(=O)Nc2ccc3c(c2)CC(=O)N([C@H](C)CO)C[C@@H](C)[C@H](CN(C)S(=O)(=O)c2ccc(C)cc2)O3)cc1,-5.5
COC(=O)CCCCCCC(=O)Nc1ccc(C2OC(CSc3nc4ccccc4s3)CC(c3ccccc3)O2)cc1 (stereo not drawn),-1.7
C[C@H]1CCCCO[C@H](CN(C)C(=O)Cc2ccccc2)[C@@H](C)CN([C@@H](C)CO)C(=O)c2cc(NC(=O)c3ccccc3)ccc2O1,0.8
CCCN(C)C[C@H]1Oc2cc(C#CCN(C)C)ccc2S(=O)(=O)N([C@H](C)CO)C[C@H]1C,-2.8
O=C(C1=C[C@@H](C2CC2)C[C@@H](OCc2ccc(CO)cc2)O1)N1CCN(Cc2ccccc2)CC1,-4.9
C[C@@H]1CCCCO[C@H](CN(C)C)[C@H](C)CN([C@@H](C)CO)C(=O)c2cc(NS(=O)(=O)c3ccc(Cl)cc3)ccc2O1,-7.1
Cc1noc(C)c1S(=O)(=O)Nc1ccc2c(c1)C(=O)N([C@H](C)CO)C[C@H](C)[C@@H](CN(C)C)OCCCC[C@H](C)O2,4.2
C[C@@H]1CN([C@@H](C)CO)S(=O)(=O)c2ccc(C#CCN(C)C)cc2O[C@@H]1CN(C)C(=O)CC1CC1,-10.1
C[C@@H]1CN([C@@H](C)CO)C(=O)c2cc(NS(=O)(=O)c3ccccc3)ccc2O[C@@H](C)CCCCO[C@H]1CN(C)C(=O)c1ccccc1,-79.2
COc1ccc(S(=O)(=O)Nc2cccc3c2O[C@H](CN(C)C(=O)Nc2ccc(C(F)(F)F)cc2)[C@H](C)CN([C@H](C)CO)C3=O)cc1,-6.0

# (more compounds)
canonical_smiles,NSD2 block
C[C@@H]1CN([C@H](C)CO)C(=O)Cc2cc(NC(=O)Cn3cnnn3)ccc2O[C@H]1CN(C)Cc1ccc(Cl)c(Cl)c1,0.5
C[C@@H]1CCCCO[C@@H](CN(C)S(=O)(=O)c2cn(C)cn2)[C@@H](C)CN([C@@H](C)CO)C(=O)c2cc(NC(=O)Nc3ccccc3)ccc2O1,1.8
Cc1cccc(NC(=O)C(=O)NCCCO)c1,3.8
CCC(=O)N(C)C[C@H]1Oc2ncc(C#CCC(C)C)cc2C(=O)N([C@H](C)CO)C[C@@H]1C,9.4
C[C@H]1CN([C@@H](C)CO)C(=O)c2cccc(NC(=O)c3ccncc3)c2O[C@H]1CN(C)CC1CC1,0.9
O=C(N/N=C/c1ccc(CO)o1)c1ccccn1,-2.0
C[C@@H]1CN([C@@H](C)CO)C(=O)c2cccc(NC(=O)c3nc4ccccc4s3)c2O[C@@H]1CN(C)C(=O)Nc1ccc2c(c1)OCO2,-8.2
COc1ccc(S(=O)(=O)N(C)C[C@H]2Oc3c(NS(=O)(=O)c4c(C)noc4C)cccc3C(=O)N([C@@H](C)CO)C[C@H]2C)cc1,0.1
C[C@H]1CCCCO[C@H](CN(C)C(=O)NC2CCCCC2)[C@@H](C)CN([C@@H](C)CO)C(=O)c2cc(NC(=O)c3ccccc3)ccc2O1,5.4
Cc1ccc(S(=O)(=O)N(C)C[C@@H]2Oc3ccc(NC(=O)Nc4ccc(F)cc4)cc3CC(=O)N([C@@H](C)CO)C[C@H]2C)cc1,-0.4
Cc1ccc(S(=O)(=O)Nc2ccc3c(c2)C(=O)N([C@H](C)CO)C[C@H](C)[C@H](CN(C)C(=O)CCCN(C)C)OCCCC[C@@H](C)O3)cc1,-0.6
COc1ccc(CN(C)C[C@@H]2Oc3ccc(NS(=O)(=O)c4cccs4)cc3CC(=O)N([C@@H](C)CO)C[C@H]2C)cc1,-3.9
CC(C)=CCCC1(C)C=Cc2c(ccc3c2[nH]c2cc(O)c(C)cc23)O1 (stereo not drawn),14.1
CNC[C@H]1Oc2cc(C#CCOC)ccc2S(=O)(=O)N([C@@H](C)CO)C[C@H]1C,-0.9
C[C@@H]1CN([C@@H](C)CO)S(=O)(=O)c2ccc(C#Cc3ccncc3)cc2O[C@@H]1CN(C)CC1CC1,-8.1

# Carrying on.
SMILES	NSD2 block
C[C@@H]1CN([C@@H](C)CO)C(=O)c2cc(NC(=O)CCCCCC(=O)Nc3ccccc3N)ccc2O[C@H]1CN(C)Cc1ccc(C(F)(F)F)cc1	1.0
COc1ccc(/C=N/NC(=O)c2ccccn2)c(OC)c1	-3.4
C[C@H](CO)N1C[C@H](C)[C@H](CN(C)CC2CC2)Oc2ccc(NC(=O)Cc3cn(C)c4ccccc34)cc2C1=O	-7.1
C[C@H](CO)N1C[C@H](C)[C@@H](CN(C)Cc2ccc3c(c2)OCCN3C)OCc2cn(nn2)CCCC1=O	3.9
CS(=O)(=O)Nc1ccc2c(c1)[C@@H]1C[C@H](CC(=O)NCc3cccnc3)O[C@H](CO)[C@@H]1O2	4.2
C[C@@H]1CCCCO[C@H](CN(C)C(=O)CCC(F)(F)F)[C@H](C)CN([C@@H](C)CO)C(=O)c2cc(NS(=O)(=O)c3ccc(Cl)cc3)ccc2O1	1.8
COCC#Cc1ccc2c(c1)O[C@@H](CN(C)Cc1ccccc1F)[C@@H](C)CN([C@@H](C)CO)S2(=O)=O	-0.3
COc1ccc(-c2cnc3c(c2)C(=O)N([C@H](C)CO)C[C@H](C)[C@H](CN(C)C)O3)cc1	3.8&6.4
Cc1cc(=O)oc2c(O)c(O)ccc12	1.4
C[C@H]1CN([C@@H](C)CO)C(=O)c2cc(NC(=O)CCCN(C)C)ccc2O[C@@H]1CN(C)Cc1ccc(Oc2ccccc2)cc1	13.6

# 3 of the compounds above, with the structure last:
NSD2 block	molecule
-4.3	CCC(=O)N(C)C[C@H]1Oc2ncc(-c3ccc(C)cc3)cc2C(=O)N([C@@H](C)CO)C[C@@H]1C
-5.5	COc1ccc(S(=O)(=O)Nc2ccc3c(c2)CC(=O)N([C@H](C)CO)C[C@@H](C)[C@H](CN(C)S(=O)(=O)c2ccc(C)cc2)O3)cc1
-1.7	COC(=O)CCCCCCC(=O)Nc1ccc(C2OC(CSc3nc4ccccc4s3)CC(c3ccccc3)O2)cc1 (stereo not drawn)

# The list continues.
SMILES	NSD2 block
C[C@@H]1CN([C@H](C)CO)C(=O)c2cccc(NC(=O)C3CCCCC3)c2O[C@@H]1CN(C)C(=O)Nc1ccc(F)cc1	-3.8
O=C(C[C@@H]1C[C@@H]2c3cc(NS(=O)(=O)c4ccc(F)cc4)ccc3O[C@@H]2[C@@H](CO)O1)NCCN1CCCCC1	-4.1
C[C@H](NC(=O)C[C@H]1CC[C@H](NC(=O)CN2CCOCC2)[C@H](CO)O1)c1ccccc1	-4.1
COc1ccc(-c2cnc3c(c2)C(=O)N([C@@H](C)CO)C[C@@H](C)[C@@H](CN(C)S(C)(=O)=O)O3)cc1	-8.9
C[C@@H]1CN([C@H](C)CO)C(=O)Cc2cc(NS(=O)(=O)c3ccccc3)ccc2O[C@@H]1CN(C)CC1CCCCC1	-2.8
C[C@@H]1CN([C@H](C)CO)C(=O)Cc2cc(NC(=O)CCN3CCOCC3)ccc2O[C@H]1CN(C)Cc1ccc(Oc2ccccc2)cc1	3.8
COc1cc(/C=c2\sc3nc4cc(C)c(C)cc4n3c2=O)c(Br)cc1OCC(=O)O	-2.5
C/C=C/c1ccc2c(c1)O[C@@H](CN(C)C(=O)Cc1cccnc1)[C@H](C)CN([C@H](C)CO)S2(=O)=O	2.6
C[C@H](CO)N1C[C@H](C)[C@@H](CN(C)S(=O)(=O)c2ccccc2C#N)OCc2cn(nn2)CCCC1=O	-1.8
C[C@@H]1CN([C@H](C)CO)C(=O)c2cc(NC(=O)c3ccncc3)ccc2O[C@@H](C)CCCCO[C@H]1CN(C)S(=O)(=O)c1cn(C)cn1	2.0

# Filtered by structure: those above containing a COOH group
SMILES	NSD2 block
C[C@H]1CN([C@@H](C)CO)C(=O)Cc2cc(NC(=O)Cc3ccccc3)ccc2O[C@H]1CN(C)Cc1ccc(C(=O)O)cc1	2.7
COc1cc(/C=c2\sc3nc4cc(C)c(C)cc4n3c2=O)c(Br)cc1OCC(=O)O	-2.5

# Going on with the list.
SMILES	NSD2 block
C[C@H]1CN([C@@H](C)CO)C(=O)Cc2cc(NS(=O)(=O)c3ccc(Cl)cc3)ccc2O[C@@H]1CN(C)Cc1ccc(C(=O)O)cc1	8.5
CN(C)CC(=O)Nc1ccc2c(c1)[C@@H]1C[C@H](CC(=O)NCc3ccc(Cl)cc3)O[C@@H](CO)[C@@H]1O2	-2.8
C[C@H]1CN([C@@H](C)CO)C(=O)c2cc(-c3cccc(F)c3)cnc2O[C@@H]1CN(C)C(=O)C1CCCCC1	-3.0
CCC(=O)N(C)C[C@H]1Oc2cc(C#CCC3CCCC3)ccc2S(=O)(=O)N([C@@H](C)CO)C[C@@H]1C	-1.6
C[C@@H]1CN([C@@H](C)CO)C(=O)c2cc(C#CCN(C)C)cnc2O[C@H]1CN(C)C(=O)CCN1CCCCC1	0.5
C[C@H]1CN([C@@H](C)CO)C(=O)c2cc(/C=C/c3ccccc3)cnc2O[C@H]1CN(C)C(=O)c1ccc2c(c1)OCO2	-3.2
C[C@@H]1CN([C@H](C)CO)C(=O)c2c(c3ccccc3n2C)-c2ccccc2CO[C@@H]1CN(C)C(=O)CCC(F)(F)F	1.2
COc1ccc(S(=O)(=O)N(C)C[C@H]2Oc3ccc(NS(=O)(=O)c4ccc(F)cc4)cc3CC(=O)N([C@H](C)CO)C[C@@H]2C)cc1	0.9
COc1ccc(CN(C)C[C@@H]2Oc3ccc(NC(=O)CCC(F)(F)F)cc3C(=O)N([C@H](C)CO)C[C@H]2C)cc1	1.3
C=C[C@@]1(C)CCC2=C([C@H]1OC(C)=O)[C@H](OC(C)=O)CC1[C@](C)(C(=O)OC)CC[C@H](OC(C)=O)[C@]21C (stereo partly drawn)	3.3

# Continued.
SMILES	NSD2 block
COc1ccc(NC(=O)N(C)C[C@H]2Oc3ccc(NC(=O)CCCN(C)C)cc3C(=O)N([C@@H](C)CO)C[C@@H]2C)cc1	1.4
Cc1noc(C)c1NC(=O)N(C)C[C@H]1Oc2c(NC(=O)c3ccc(-c4nccs4)cc3)cccc2C(=O)N([C@@H](C)CO)C[C@@H]1C	1.4
C[C@@H]1CN([C@@H](C)CO)C(=O)c2cc(NS(C)(=O)=O)ccc2O[C@@H](C)CCCCO[C@H]1CN(C)C(=O)NC1CCCCC1	2.7
Cc1cc(N2CCOCC2)c2c(N)cc(C)c(C)c2n1	-7.2
C[C@@H]1CCCCO[C@@H](CN(C)C(=O)NC2CCCCC2)[C@@H](C)CN([C@@H](C)CO)C(=O)c2cc(NS(=O)(=O)c3cn(C)cn3)ccc2O1	4.1
COC(=O)[C@H]1N=C(c2ccc(OCCCO)cc2)O[C@H]1c1ccccc1N=[N+]=[N-]	-5.0
CC(C)NC(=O)N(C)C[C@@H]1Oc2ccc(NS(=O)(=O)c3ccc(F)cc3)cc2CC(=O)N([C@@H](C)CO)C[C@@H]1C	3.4

# Some of the compounds tested; the hit share may differ from the screen's.
